Source: PubChem BioAssay
HePTP inhibitor: inhibitors of human HePTP phosphatase, primary screen, biochemical, absorbance, leukemia target | Tyrosine-protein phosphatase non-receptor type 7 (Homo sapiens), P35236 | recombinant HePTP phosphatase activity, OD absorbance | inhibition, % at 20 µM | hit rate 0.64% among 110,000; in the data active = inhibition above about 50%;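 note: plate controls were vehicle for no effect and reference inhibitor for full effect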
Target sequence (P35236 whole entry, looked up): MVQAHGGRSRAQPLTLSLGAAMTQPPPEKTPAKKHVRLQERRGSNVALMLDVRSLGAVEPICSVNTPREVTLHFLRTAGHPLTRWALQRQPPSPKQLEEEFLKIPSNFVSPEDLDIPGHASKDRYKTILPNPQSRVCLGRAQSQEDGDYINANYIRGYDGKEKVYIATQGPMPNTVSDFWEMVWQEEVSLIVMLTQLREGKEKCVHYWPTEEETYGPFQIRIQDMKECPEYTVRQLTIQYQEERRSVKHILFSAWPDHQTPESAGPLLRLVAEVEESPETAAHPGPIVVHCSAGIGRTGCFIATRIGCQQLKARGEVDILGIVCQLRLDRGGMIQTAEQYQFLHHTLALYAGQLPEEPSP
BAP1 inh: inhibitors of BAP1 deubiquitinase, primary screen, biochemical, Ub-AMC fluorescence, kinetic; recombinant BAP1, Ub-AMC hydrolysis fluorescence kinetic; active compounds read low; activity remaining (% of control), % at 20 µM; hit rate 0.48% among 72,000; Ubiquitin carboxyl-terminal hydrolase BAP1 (Homo sapiens), Q92560;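 active = activity remaining at or below 50% of control, provided the compound also passes the data quality filters; inactive = the rest, including low values that fail the filters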;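 note: 100% = DMSO wells rate and 0% = substrate alone blank rate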
Target sequence (Q92560 whole entry, looked up): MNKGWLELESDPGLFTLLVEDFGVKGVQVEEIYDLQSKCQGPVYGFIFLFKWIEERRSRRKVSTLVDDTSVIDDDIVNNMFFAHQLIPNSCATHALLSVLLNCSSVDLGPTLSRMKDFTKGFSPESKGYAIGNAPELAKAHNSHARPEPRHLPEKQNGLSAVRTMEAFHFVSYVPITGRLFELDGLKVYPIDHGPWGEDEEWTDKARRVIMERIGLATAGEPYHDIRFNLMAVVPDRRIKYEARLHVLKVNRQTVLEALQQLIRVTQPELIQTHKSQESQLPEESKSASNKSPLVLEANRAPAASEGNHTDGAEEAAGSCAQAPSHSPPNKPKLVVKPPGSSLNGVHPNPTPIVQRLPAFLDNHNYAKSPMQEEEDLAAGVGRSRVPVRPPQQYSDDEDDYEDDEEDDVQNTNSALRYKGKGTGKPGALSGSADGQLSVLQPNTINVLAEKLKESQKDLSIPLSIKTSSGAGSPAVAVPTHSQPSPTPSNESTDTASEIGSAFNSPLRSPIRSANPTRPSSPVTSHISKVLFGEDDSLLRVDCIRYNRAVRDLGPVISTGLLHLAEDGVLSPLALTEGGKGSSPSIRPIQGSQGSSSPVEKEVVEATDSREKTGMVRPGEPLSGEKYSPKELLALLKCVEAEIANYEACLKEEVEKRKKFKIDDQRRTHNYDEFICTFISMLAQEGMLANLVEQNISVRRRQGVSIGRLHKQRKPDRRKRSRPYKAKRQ
Starred values were filed as active, the others as inactive; x = no result given; & = joins results of further samples. Not all compounds are listed (hit frequency here may not be typical).

Start of the data: the first 4 entries as a preview:
Compound	HePTP inhibitor	BAP1 inh
CN=C(SCc1ccccc1)c1c(O)n(C)c(=O)n(C)c1=O	8	100
Nc1nnc(CCN2CCCCC2)s1	x	103
O=P(O)(O)COc1ccccc1O	3	113
CCCN1CCO[C@@H]2c3cc(O)ccc3OC[C@H]21	x	97&97

The listing, from the start:
Compound	HePTP inhibitor	BAP1 inh
CN=C(SCc1ccccc1)c1c(O)n(C)c(=O)n(C)c1=O	8	100
Nc1nnc(CCN2CCCCC2)s1	x	103
O=P(O)(O)COc1ccccc1O	3	113
CCCN1CCO[C@@H]2c3cc(O)ccc3OC[C@H]21	x	97&97
COc1ccc(CN2CCN(c3ccccc3)CC2)c(C)c1C	10	92
O=C(O)[C@H]1C2CCCCC2=C2CCCCC2[C@@H]1c1ccccc1 (stereo partly specified)	-7	x
C=CCn1c(O)c(C=Nc2ccc(OC)cc2C)c(=O)[nH]c1=O	0	x
CN1CCC(N(C)c2ncnc3ccc(Br)cc23)CC1	8	94
COCc1cc(C2SCC(=O)Nc3c2c(=O)[nH]n3C(C)C)ccc1OC (stereo unspecified)	2	112
COc1cccc(-n2c(C)nc3ccccc3c2=O)c1	0	89
Cc1[nH]c2ccccc2c1CN1CCOCC1	-8	x
Nc1ccccc1C(=O)c1ccccc1	3	88
CCc1nc2ccccc2c(=O)n1-c1cccc([N+](=O)[O-])c1	3	71
O=C(C(Cc1ccccc1)NS(=O)(=O)c1cccc2nsnc12)N1CCC2(CC1)OCCO2 (stereo unspecified)	6	74
O=C(Cn1c(=O)c(C(F)(F)F)nc2ccccc21)N1CCC2(CC1)OCCO2	-13	86
CN1CCc2c(c(N3CCCCC3)nc3n[nH]c(N)c23)C1	1	136
O=[N+]([O-])c1ccc(N2CCNCC2)cc1NC1CC1	4	x
CCCC(C)(COC(N)=O)COC(=O)NC(C)C (stereo unspecified)	7	109&92
CC(C)c1cccc(C(C)C)c1OCCCn1ccnc1	-1	x
O=c1cccc2n1CC1CC2CN(c2ncnc3c2cnn3-c2ccccc2)C1 (stereo unspecified)	4	x
COc1ccc(-c2nc3ccccc3c(=O)n2-c2ccccn2)cc1	5	x
N#CCCN1CN(c2ccc(Cl)cc2)CN/C1=N\[N+](=O)[O-]	6	x
CC(=O)NC1(c2ccccc2)CC(C)N(C)CC1C (stereo unspecified)	-8	x
CC1(C)C2CC=C(CN3CCOCC3)C1C2 (stereo unspecified)	5	92
CCOC(=O)c1c(C)n(Cc2ccccc2)c2ccc(OCC(O)Cn3nc(C)nc3C)cc12 (stereo unspecified)	5	109
CCOC(=O)c1c(N)n(Cc2ccco2)c2nc3ccccc3nc12	-7	130
O=C(Nc1ccc(Br)cc1C(=O)c1ccccc1Cl)c1cccs1	x	115
Clc1ccc(C(Cl)(Cl)Cl)c(Cl)n1	x	62
CC12CCC(O)CC1CCC1C2CCC2(C)C(OC(=O)c3ccccc3)CCC12 (stereo unspecified)	x	66
CC(=NCc1cccnc1)c1c(O)n(-c2ccc(C)cc2)c(=O)[nH]c1=O	3	106
Cc1nnc(SCc2nc3ccccc3c(=O)n2-c2ccccc2Cl)n1N	12	86
Cc1cc(OC(C)C(=O)O)c2c3c(c(=O)oc2c1)CCC3 (stereo unspecified)	1	x
COc1cccc(C(c2c(O)c3ccccc3oc2=O)c2c(O)c3ccccc3oc2=O)c1	4	x
COc1cc(CCN)ccc1O	x	102
COc1ccccc1-n1c(/C=C/c2ccco2)nc2ccccc2c1=O	4	x
O=C(CCCN1CCC2(CC1)C(=O)NCN2c1ccccc1)c1ccc(F)cc1	3	95&98
C=CCn1cc(C=C2C(=O)NC(=O)NC2=O)c2ccccc21	5	x
O=c1c2cc(I)ccc2nc(/C=C/c2ccccc2O)n1-c1ccccc1	-7	x
O=C(Cn1ncc2ccccc21)N1CCC2(CC1)OCCO2	-9	79
COc1ccc(CCNCc2ccncc2)cc1	1	x
Cc1cc(OCC(=O)c2ccccc2)c2c3c(c(=O)oc2c1)CCC3	8	x
COc1cccc(CN2CCNCC2)c1OC	8	x
CCn1c(O)c(C(=O)CC2NCCc3ccccc32)c(=O)n(CC)c1=S (stereo unspecified)	-5	89
CCC(C)(C)n1nnnc1C(c1cccs1)N1CC=C(c2ccc(F)cc2)CC1 (stereo unspecified)	3	114
N=c1c2c(n(Cc3ccc(Cl)cc3Cl)c3c1CCC3)CCCC2	-4	82
O=C1NC(=O)C(C/C=C/c2ccccc2)C(=O)N1	1	144
C=CCN1C(=O)NC(=O)/C(=C/c2ccc(N(C)C)c(Br)c2)C1=O	-6	x
Cc1cc(C)cc(N2C(=O)NC(=O)/C(=C\C=C\c3ccco3)C2=O)c1	11	x
CN1C(=O)N(C)C(=O)C2(Cc3c(nc4ccccn4c3=O)N3CCC(Cc4ccccc4)CC32)C1=O (stereo unspecified)	-12	86
O=c1c2cc(I)ccc2nc(/C=C/c2cccc([N+](=O)[O-])c2)n1-c1ccccc1	10	x
Cc1nc2ccccc2c(=O)n1-c1ccc(-c2ccccc2)cc1	9	x
COc1cccc(-c2cc(C(F)(F)F)n3nc(C(=O)N4CCC5(CC4)OCCO5)cc3n2)c1	5	96
COc1ccccc1-n1c(/C=C/c2c[nH]c3ccccc23)nc2ccccc2c1=O	-6	x
O=C1CC[C@@]2(O)[C@H]3Cc4ccc(O)c5c4[C@@]2(CCN3CC2CC2)[C@H]1O5	-1	59
O=c1[nH]c(=O)n(-c2cccc(Cl)c2)c(O)c1/C=N/c1ccccn1	10	68
c1ccc(CN2CCN(C3CCCCC3)CC2)cc1	-5	x
OC1C2CCCC1C(N1CCCCC1)CC2 (stereo unspecified)	5	x
Cc1ccc2c(c1)C1CN(C)CCC1N2C(=O)Cc1cccs1 (stereo unspecified)	8	103
N#CC(C#N)=Cc1cc([N+](=O)[O-])ccc1Cl	5	x
C[C@H]1CCCC(=O)CCC/C=C/c2cc(O)cc(O)c2C(=O)O1	8	91

More records.
Compound	HePTP inhibitor	BAP1 inh
COc1cccc(N2CCN(Cc3ccc(Cl)cc3)CC2)c1	11	104
O=C1NC(=S)N(c2ccc(Br)cc2)C(=O)/C1=C/c1ccc(-c2ccc(C(=O)O)cc2)o1	22	x
CC1(C)CN=C(NCc2ccccc2Cl)S1	9	119
O=C(Cn1ncc2c3ccccc3n(Cc3ccccc3F)c2c1=O)N1CCC2(CC1)OCCO2	-5	101
O=P1(NC2CCCC2)COc2ccccc2OC1	2	100
O=C(Cc1ccccc1)N1CCN(C2CC3CCC2C3)CC1 (stereo unspecified)	5	x
CN1CCC(OC(=O)C2c3ccccc3Oc3ccccc32)CC1	-6	155
CCCCc1ccc(C=C(C#N)C#N)s1	8	x
CC(C)C[C@H](NC(=O)[C@@H]1CCCN1C(=O)[C@@H](N)Cc1ccc(O)cc1)C(=O)NCC(N)=O	5	108
O=c1[nH]c(=O)n(C2CCCCCC2)c(O)c1C=NCC1CCCO1 (stereo unspecified)	9	96
O=[N+]([O-])c1ccc2nc(N3CCNCC3)ccc2c1	x	74
CN1C(=O)NC(=O)/C(=C/c2ccc(-c3ccc([N+](=O)[O-])cc3Br)o2)C1=O	19	x
O=C(c1ccc(CS(=O)(=O)c2ccccc2)o1)N1CCC2(CC1)OCCO2	7	95
CCCCn1c(=O)c(C(=O)NCc2ccncc2)c(O)c2ccccc21	3	48*
O=C(O)C1C2CCC(O2)C1C(=O)O (stereo unspecified)	x	97
O=c1c2ccccc2nc(-c2ccccc2F)n1-c1ccccc1	7	174
OC(Cc1ccccc1)(c1ccccc1)C1CN2CCC1CC2 (stereo unspecified)	10	117
CCOc1ccccc1N=C1SCCCN1C	2	111
O=C(CN1CCN(Cc2cccc(Cl)c2)C1=O)N1CCC2(CC1)OCCO2	2	109
CN1CCCC1C(O)(c1ccccc1)c1ccccc1 (stereo unspecified)	-6	x

The closing 3 records of the part above are carried over, then new ones follow:
Results follow in this order: HePTP inhibitor | BAP1 inh
- CCOc1ccccc1N=C1SCCCN1C
→ 2 | 111
- O=C(CN1CCN(Cc2cccc(Cl)c2)C1=O)N1CCC2(CC1)OCCO2
→ 2 | 109
- CN1CCCC1C(O)(c1ccccc1)c1ccccc1 (stereo unspecified)
→ -6 | x
- O=C(O)C12C3CCCC1C32c1ccccc1 (stereo unspecified)
→ -7&0 | 99
- FC(F)(F)C1=NC(C(F)(F)F)=NP(N2CCOCC2)(N2CCOCC2)=N1
→ 6 | 107
- CCCCc1nc2ccccc2c(=O)n1-c1ccc(O)cc1
→ 10 | 94
- O=C1CC(N2CCC(n3c(=O)[nH]c4ccccc43)CC2)C(=O)N1Cc1ccccc1 (stereo unspecified)
→ 10 | 87
- CN1C(=O)C(=Cc2ccc(-c3cc(C(=O)O)ccc3Cl)o2)C(=O)N(C)C1=O
→ 5 | x
- COc1ccc(CNCC(=O)N2CCC3(CC2)OCCO3)cc1
→ 3 | 89
- COc1cc(OC)cc(-n2nc(C(=O)N3CCC4(CC3)OCCO4)c3ccccc3c2=O)c1
→ 4 | 100
- Cc1ccccc1CN1CCN(C(=O)COc2ccc3ccccc3c2)CC1
→ -7 | x
- O=C(Cc1ccc(Br)cc1)N1CCN(Cc2ccccc2)CC1
→ 11&2 | x
- COc1ccc(CN2CCN(C(=O)Cc3ccccc3)CC2)c(OC)c1OC
→ -23 | x
- O=C1NC(=S)NC(=O)C1c1ccccc1
→ x | 167
- Cc1cccc(-n2c(C)nc3ccccc3c2=O)n1
→ 4 | x
- CC(C)c1ccc(N2C(=O)CC(=O)NC2=O)cc1
→ 2 | 67
- Cc1cc(/C=C2\C(=O)NC(=O)N(c3cccc(Br)c3)C2=O)c(C)n1C
→ -3 | x
- CCCSP1(=S)NCCCO1 (stereo unspecified)
→ 2 | 84

Reformatted with each value named: four of the compounds above
FC(F)(F)C1=NC(C(F)(F)F)=NP(N2CCOCC2)(N2CCOCC2)=N1
  HePTP inhibitor: 6
  BAP1 inh: 107
CCCCc1nc2ccccc2c(=O)n1-c1ccc(O)cc1
  HePTP inhibitor: 10
  BAP1 inh: 94
O=C1CC(N2CCC(n3c(=O)[nH]c4ccccc43)CC2)C(=O)N1Cc1ccccc1 (stereo unspecified)
  HePTP inhibitor: 10
  BAP1 inh: 87
CN1C(=O)C(=Cc2ccc(-c3cc(C(=O)O)ccc3Cl)o2)C(=O)N(C)C1=O
  HePTP inhibitor: 5
  BAP1 inh: x

(list continues)
Results follow in this order: HePTP inhibitor | BAP1 inh
- CN1CCN(CCC(C#N)(c2ccccc2)c2ccccc2)CC1
→ -2 | x
- Cn1c(C(=O)O)c(CC(=O)N2CCN(Cc3ccccc3)CC2)c2ccccc21
→ 4 | 87
- CCOc1ccc(NC(=S)NC2CN3CCC2CC3)cc1 (stereo unspecified)
→ -1 | x
- CC(=NCC1CCCO1)c1c(O)n(-c2ccc(Cl)cc2)c(=O)[nH]c1=O (stereo unspecified)
→ -6 | 85
- COc1ccc(C=C2C(=O)NC(=O)NC2=O)c(OC)c1
→ -6 | x
- C1=C(c2ccccc2)Nc2nonc2N=C1c1ccccc1
→ 0 | x
- CN(C)C1(c2nnnn2CCOC(=O)Nc2ccc(Cl)cc2)CCCCC1
→ -13 | 115
- OC1(c2ccccc2F)CC2CCC(C1)N2CCN1CCOCC1 (stereo unspecified)
→ -2 | 84
- COc1ccc(CN2CCN(Cc3ccccc3Cl)CC2)cc1Br
→ 2 | x
- COc1ccc(C(CC(=O)N2CCC3(CC2)OCCO3)NS(=O)(=O)c2ccc(C)cc2)cc1 (stereo unspecified)
→ 10 | 106
- O=C(Cc1ccccc1)N1CCN(C2CCCC2)CC1
→ -9&-13 | 62
- O=C(CN1CCN(Cc2ccc(Cl)cc2)C1=O)N1CCC2(CC1)OCCO2
→ -4 | 113
- Cc1cccc(-n2c(O)c(C=NCCCN3CCOCC3)c(=O)[nH]c2=O)c1C
→ 0 | 84
- O=c1c2ccccc2nc(-c2ccc([N+](=O)[O-])cc2)n1-c1ccccc1
→ 2 | x
- CCN(c1ccc(C(O)(C(=O)OC)C(F)(F)F)cc1)S(=O)(=O)c1ccccc1 (stereo unspecified)
→ 6 | 97
- COc1cccc(CN2CCN(C(=O)Cc3ccccc3)CC2)c1OC
→ -2 | x
- COc1ccc(P2(=O)Nc3ccccc3N2)cc1
→ 4 | 99
- CN1C(=O)NC(=O)/C(=C\c2ccc(C(=O)O)cc2)C1=O
→ 14 | x
- O=P(/C(=N/O)N1CCOCC1)(N1CCOCC1)N1CCOCC1
→ -2 | 106
- CCN(CC)S(=O)(=O)c1ccc(Cl)c(C(=O)Oc2cccc3cccnc23)c1
→ x | 122
- CN(C)CCN=Cc1c(O)n(C2CCCCCC2)c(=O)[nH]c1=O
→ -4 | 97
- CC(C)N1CCC2(CC1)NC(CO)(CO)CO2
→ 7 | 92
- COC1=CC(=O)OC(/C=C/c2ccccc2)C1 (stereo unspecified)
→ 8 | 108
- CCC(C)N1CCN(Cc2cc(OC)c(OC)c(OC)c2)CC1 (stereo unspecified)
→ 4 | x
- Cc1ccccc1-n1c(O)c(C=Nc2ccc3c(c2)OCO3)c(=O)[nH]c1=O
→ 10&-18 | 80
- CCC(=NCc1ccco1)c1c(O)n(-c2ccccc2)c(=O)[nH]c1=O
→ 4 | 94
- CC(C)COc1ccc(Cc2c(O)[nH]c(=S)[nH]c2=O)cc1
→ 5 | x
- O=c1c2cc(I)ccc2nc(/C=C/c2c[nH]c3ccccc23)n1-c1ccccc1
→ -6 | x
